TAAR1 antag: human TAAR1 antagonism; Q96RJ0; CHO RD-HGA16 TAAR1, Fluo-8 calcium fluorescence, antagonist; inhibition, % at 3 µM; 360,000 compounds, 1.5% hits;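 active = inhibition above a per-plate cutoff, the mean inhibition of test compounds on that plate plus 3 SD, cut at about 49% in these data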;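 also: 0% = DMSO plus EC80 beta-PEA response and 100% = DMSO alone without agonist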
Target sequence (Q96RJ0 whole entry, looked up): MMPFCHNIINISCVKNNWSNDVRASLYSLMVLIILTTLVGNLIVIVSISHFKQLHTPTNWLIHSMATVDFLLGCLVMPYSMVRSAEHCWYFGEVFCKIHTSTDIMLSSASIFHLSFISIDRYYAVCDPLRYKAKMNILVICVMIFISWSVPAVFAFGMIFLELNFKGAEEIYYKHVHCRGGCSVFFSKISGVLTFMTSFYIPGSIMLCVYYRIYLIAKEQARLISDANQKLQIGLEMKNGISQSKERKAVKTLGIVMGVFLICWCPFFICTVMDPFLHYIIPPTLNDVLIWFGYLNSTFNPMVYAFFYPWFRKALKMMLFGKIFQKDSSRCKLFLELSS
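Material: CHO RD-HGA16 cells bearing hTAAR1; compound dosing: one-point dosing, 3 µM nominal final; schedule: dye loading 75 min at 37 °C, then 30 min room temperature; measured by: calcium fluorescence with Fluo-8; control set: vehicle and agonist controls; replication: n of 1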
CHRM5 PAM: positive allosteric modulators of human muscarinic M5 receptor. 360,000 compounds, 0.3% hits. CHO-K1 hM5, Fluo-8 calcium, ACh EC20 PAM; 0% = ACh EC20, 100% = ACh EC100. P08912. AID 624038. activation, % at 3 µM;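 active = activation above the run cutoff, the mean activation of all test compounds plus 3 SD, cut at about 18% in these data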
Target sequence (P08912 whole entry, looked up): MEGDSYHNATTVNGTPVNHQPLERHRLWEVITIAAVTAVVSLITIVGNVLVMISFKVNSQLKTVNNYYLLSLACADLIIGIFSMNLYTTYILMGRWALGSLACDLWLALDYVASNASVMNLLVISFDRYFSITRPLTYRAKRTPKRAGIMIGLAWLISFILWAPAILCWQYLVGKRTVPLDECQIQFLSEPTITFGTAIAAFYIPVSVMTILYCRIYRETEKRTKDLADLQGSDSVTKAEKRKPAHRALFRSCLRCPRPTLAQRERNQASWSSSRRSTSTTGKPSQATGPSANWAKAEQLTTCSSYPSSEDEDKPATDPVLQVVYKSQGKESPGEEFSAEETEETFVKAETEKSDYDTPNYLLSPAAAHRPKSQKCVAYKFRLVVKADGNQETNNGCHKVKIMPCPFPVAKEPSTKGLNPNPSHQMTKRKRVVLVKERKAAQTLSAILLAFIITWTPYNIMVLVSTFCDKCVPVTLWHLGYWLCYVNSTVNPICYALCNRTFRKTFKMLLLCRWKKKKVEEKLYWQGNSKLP
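Measured by: Fluo-8 calcium fluorescence; material: human M5 receptor in CHO-K1 cells; schedule: Post-acetylcholine fluorescence recording 140 s; benchmarks: low control EC20 acetylcholine (0%), high control EC100 acetylcholine (100%); read-out: Max/basal fluorescence ratio as % of EC20–EC100 ACh window; compound: single dose, 3 µM nominal final test concentration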
CHRM4 PAM: positive allosteric modulators of human muscarinic M4 receptor | CHO-K1 hM4/Gqi5, Fluo-8 calcium fluorescence, ACh EC20; 0% = ACh EC20, 100% = maximal ACh | activation, % at 3 µM | 360,000 compounds, 0.4% hits | AID 624126;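 active = activation above its plate's cutoff, the mean activation of sample wells plus 3 SD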; also: some results filed as inactive read as strong as hits
M1 PAM parental: M1 PAM counterscreen hit in parental CHO-K1 cells; AID 602247; ATP EC20, Fluo-8 calcium fluorescence; 0% at ATP EC20, 100% at ATP max; 360,000 compounds, 0.02% hits; activation, % at 3 µM;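 active = activation above the run cutoff, the mean activation of all test compounds plus 3 SD, cut at about 40% in these data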;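 also: peak over basal fluorescence ratio in a 140 s read after ATP addition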
TAAR1 ag: human TAAR1 agonism. Q96RJ0. CHO RD-HGA16 TAAR1, Fluo-8 calcium fluorescence; vehicle wells 0%, saturating PEA agonist 100%. activation, % at 3 µM. 360,000 compounds, 0.99% hits. AID 624467;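 active = activation above the mean activation of all test compounds in the run plus 3 SD, cut at about 38% in these data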
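Assay system: CHO-derived RD-HGA16 cells with stable Gα16 and human TAAR1; timing: 17-24 h seeding, 75 min 37 °C dye, 30 min RT; read-out: % activation from peak over basal fluorescence ratio, DMSO-to-PEA scaled; measured by: kinetic Fluo-8 calcium fluorescence; benchmarks: low control DMSO, high control PEA (EC100); doses: 3 µM single concentration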
CRFBP-R2 agonist: agonists of human CRF-binding protein/CRF-R2 receptor complex. activation, % at 13.2 µM. HEK293 CRF-R2/CRF-BP, calcium dye fluorescence (FLIPR); percent of saturating CRF peptide response. AID 588473. 350,000 compounds, 0.46% hits;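 active = activation of at least 50%, plus an integration ratio under a set limit after plate pattern correction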;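 also: plate controls were neutral control wells without compound for no effect and CRF at EC100 for full effect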
M5 ag: agonists of human muscarinic M5 receptor (CHRM5); 360,000 compounds, 0.19% hits; P08912; activation, % at 3 µM; CHO-K1 hM5 cells, Fluo-8 calcium fluorescence; 0% DMSO wells, 100% maximal acetylcholine response; AID 624037;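 active = activation above the run's mean over test compounds plus 3 SD, cut at about 23% in these data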;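 also: signal is peak over basal fluorescence ratio across the kinetic read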
CRFR2-BP antag: antagonists of CRF-binding protein/CRF-R2 receptor complex; HEK293 CRF-R2/CRF-BP, CRF-induced calcium fluorescence; inhibition, % at 11.8 µM; 350,000 compounds, 0.59% hits; AID 588475;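 active = inhibition of the ligand-induced calcium signal above about 50% at the single tested concentration, limit read from the data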
M5 antag: antagonists of human muscarinic M5 receptor (CHRM5); inhibition, % at 3 µM; 360,000 compounds, 0.59% hits; CHO-hM5 cells, Fluo-8 calcium fluorescence, ACh EC80;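 active = inhibition above a per-plate cutoff, the mean of that plate's test compounds plus 3 SD, cut at about 27% in these data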;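 also: 0% = acetylcholine EC80 with DMSO and 100% = DMSO without agonist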
The depositor's hits bear a star; · = no result given.

SMILES	TAAR1 antag	CHRM5 PAM	CHRM4 PAM	M1 PAM parental	TAAR1 ag	CRFBP-R2 agonist	M5 ag	CRFR2-BP antag	M5 antag
Cc1cc(C(C)(C)C)cc(C)c1CCNC(=O)c1c(C)noc1C	-21	-6	-4	-2	3	4.2	1	-11	4
O=C(CC(O)(c1ccccc1)C(F)(F)F)c1cccs1 (stereo unspecified)	-7	-2	14	5	3	1.1	-4	-27	5
C=CCOc1c(Br)cc(CNCCCN2CCOCC2)cc1OC	-5	4	-5	-22	4	-0.9	-5	8	0
Cc1ccc(S(=O)(=O)N2CCN(C(=O)COC(=O)CC(C)c3ccccc3)CC2)c(C)c1 (stereo unspecified)	24	-3	-4	1	5	-0.6	4	12	0
COc1ccc(CN2C(=O)C(CC(=O)NCCN3CCOCC3)CC(C(=O)N3CCOCC3)=C2C)cc1 (stereo unspecified)	-18	2	4	0	2	-0.6	0	3	-1
COc1ccc(CCN(Cc2cccs2)S(=O)(=O)c2ccc(S(=O)(=O)N(C)C3CCCCC3)cc2)cc1OC	-8	-5	3	21	7	-2.7	-1	6	4
Cc1ccccc1S(=O)(=O)NC(=O)C1(C)CCN1C(=O)c1cccc2ccccc12 (stereo unspecified)	-7	3	4	21	2	·	1	·	0
CCOC(=O)Cc1ccc(Nc2nc(NCCOC)nc3ccsc23)cc1	35	-10	-13	-11	4	·	0	·	17
CCOc1ccccc1N1CCN(C(=O)c2ccc3[nH]c4c(c3c2)CCCC4)CC1	32	-11	-4	-5	10	1.6	-1	-56	21
O=C(CSc1nnnn1-c1ccccc1)Nc1ccc(Cl)cc1	-9	-2	9	11	4	-0.7	0	12	-3
c1ccc(-c2nc(N3CCN(c4ccccc4)CC3)nc(-n3ccnc3)n2)cc1	6	-7	-4	-6	6	-0.5	1	-45	4
COc1cc(NS(=O)(=O)c2c(C)[nH]c(C)c2C(=O)N2CCCC2)cc(OC)c1OC	14	9	0	21	2	1.8	-2	8	-9
O=C(Cc1ccc(Br)cc1)NCCc1ccc(Cl)cc1Cl	-3	8	17	4	-2	-1.8	-2	42	-3
C[C@H](O)C#Cc1ccc2c(c1)O[C@@H](CN(C)Cc1ccc(-c3ccccc3)cc1)[C@H](C)CN([C@@H](C)CO)S2(=O)=O	51*	2	-9	11	6	8.3	0	-22	5
COc1ccc(/C=N/NC(=O)c2cc3cc(OC)c(OC)cc3[nH]2)cc1	1	2	-2	-3	3	-2.7	4	4	-10
CC(NC(=O)CCC(=O)c1ccccc1)c1ccc(F)cc1 (stereo unspecified)	-5	0	-3	5	2	-1.2	0	9	6
CCC(CO)Oc1cc(NCc2ccc(O)cc2)c2ncn(C(C)C)c2c1 (stereo unspecified)	4	7	4	16	1	0.0	-2	-9	10
CNNC(=S)NCCC1=CCCCC1	-13	-19	-23	-21	0	-1.8	1	10	6
OCCN(Cc1ccccc1)C(=S)Nc1ccc(Cl)cc1Cl	13	9	6	17	0	1.5	-2	7	-10
Cn1c(SCC(=O)NCC2CCCO2)nc2scc(-c3ccccc3)c2c1=O (stereo unspecified)	-4	-5	2	-4	4	2.0	0	1	1

6 compounds picked at random from the list so far, as already listed:
SMILES	TAAR1 antag	CHRM5 PAM	CHRM4 PAM	M1 PAM parental	TAAR1 ag	CRFBP-R2 agonist	M5 ag	CRFR2-BP antag	M5 antag
Cc1ccccc1S(=O)(=O)NC(=O)C1(C)CCN1C(=O)c1cccc2ccccc12 (stereo unspecified)	-7	3	4	21	2	·	1	·	0
COc1ccc(/C=N/NC(=O)c2cc3cc(OC)c(OC)cc3[nH]2)cc1	1	2	-2	-3	3	-2.7	4	4	-10
O=C(CC(O)(c1ccccc1)C(F)(F)F)c1cccs1 (stereo unspecified)	-7	-2	14	5	3	1.1	-4	-27	5
C=CCOc1c(Br)cc(CNCCCN2CCOCC2)cc1OC	-5	4	-5	-22	4	-0.9	-5	8	0
Cc1ccc(S(=O)(=O)N2CCN(C(=O)COC(=O)CC(C)c3ccccc3)CC2)c(C)c1 (stereo unspecified)	24	-3	-4	1	5	-0.6	4	12	0
COc1cc(NS(=O)(=O)c2c(C)[nH]c(C)c2C(=O)N2CCCC2)cc(OC)c1OC	14	9	0	21	2	1.8	-2	8	-9

Later entries
SMILES	TAAR1 antag	CHRM5 PAM	CHRM4 PAM	M1 PAM parental	TAAR1 ag	CRFBP-R2 agonist	M5 ag	CRFR2-BP antag	M5 antag
COC(=O)NCC(c1cccnc1)N1CCN(c2ccccc2F)CC1 (stereo unspecified)	2	-3	-6	-4	1	3.8	3	-28	-2
C=CCN(CC=C)C(=O)c1ccncc1	-11	14	1	17	14	0.8	-6	27	-7
CC(C)c1ccc(NC(=O)COc2ccc(S(=O)(=O)N3CCOCC3)cc2)cc1	14	0	0	-5	5	1.3	-4	7	3
COc1ccc(C(=O)Nc2cccc3c2CCCC3)cc1	7	5	0	15	-2	0.1	-6	14	-2
CC(O)Cc1cn([C@@H](CCCCNC(=O)OC(C)(C)C)C(=O)N2CCN(C(=O)OC(C)(C)C)CC2)nn1 (stereo partly specified)	-5	-8	-1	12	10	-1.1	0	4	18
O=C1C(Cc2ccccc2)Nc2ncnc(N3CCCCC3)c2N1Cc1ccccc1 (stereo unspecified)	-7	3	1	5	6	-0.2	-13	0	9
Cc1cccc(C(=O)N2CCCC(CCC(=O)N3CCN(c4ccccn4)CC3)C2)c1C (stereo unspecified)	-1	-4	-1	-17	3	-0.3	-2	-3	10
O=C(Nc1cc(S(=O)(=O)Nc2ccc(Cl)cc2)ccc1N1CCCCC1)c1ccc(F)cc1Cl	-26	-5	-4	22	0	3.0	-4	-7	10
CCOc1ccc(S(=O)(=O)NCCC(=O)N(C)Cc2cccs2)cc1	5	5	1	10	1	-3.6	-1	3	2
Cc1ccc2[nH]c(=O)c(CN(CC3CCCO3)C(=S)Nc3ccccc3)cc2c1 (stereo unspecified)	5	0	-7	18	0	16	0	-18	-1
Cc1cccc(NC(=O)CSc2nc3ccccc3c(=O)n2C)c1	5	-8	-10	-1	6	-1.1	2	-8	8
CCOCCCNC(=O)c1ccc(NC(=O)C2CCCO2)cc1 (stereo unspecified)	-7	8	-18	-15	3	3.7	0	-8	4
COc1ccccc1C(=O)Nc1ccnn1C1CCN(C/C=C/c2ccccc2)CC1	1	-8	-11	15	3	-0.2	-5	-4	15
COc1ccc(-n2nc(C(=O)NCC(=O)Nc3cc(C)ccc3OC)c3ccccc3c2=O)c(OC)c1	-12	0	-3	-4	2	1.0	-1	2	6
COc1ccccc1-c1nnc(SCC(=O)Nc2ccccc2)o1	1	-1	11	19	6	0.6	6	-11	5
CC(C)(C)[C@H]1C=C(C(=O)N2CCOCC2)O[C@@H](OCc2ccc(CO)cc2)C1	24	-2	4	4	6	5.4	3	3	9
N/C(=N\NS(=O)(=O)c1ccccc1)c1ccccn1	21	-20	-28	-9	1	-0.2	4	-7	19
COc1ccc(CN2C(=O)c3ccccc3C2=O)cc1C(=O)OC(C)C(=O)NC(N)=O (stereo unspecified)	18	-1	10	0	5	-0.3	2	1	5
O=C(Nc1ccc2c(c1)OCCO2)c1oc2ccccc2c1NC(=O)C1CC1	-9	2	9	10	0	-5.5	-2	-13	-2
Nc1nnc(SCC(=O)Nc2ccc(N3CCOCC3)c(Cl)c2)s1	-9	3	8	-1	3	-1.6	0	-2	-1
O=C(NCC(=O)N(c1cccc(F)c1)C(C(=O)NC1CCCC1)c1cccnc1)c1ccco1 (stereo unspecified)	-5	0	1	0	-1	2.0	-3	-14	-4
Cc1ccc(N/C(N)=N/c2nc(C(F)(F)F)cc(C(F)(F)F)n2)cc1	1	5	7	25	4	-1.2	-2	-1	9
CCN1C(=NCCc2ccc([N+](=O)[O-])cc2)N[C@@H](c2ccccc2)[C@H](C(=O)OC)[C@H]1C	9	5	-8	4	21	0.4	-8	-8	4
O=S(=O)(Nc1ccc2ccccc2c1)N1CCCCC1	-1	11	3	12	0	0.1	4	-13	1
CC(C)CC(N)c1csc(NC(=O)Nc2ccccc2C(C)(C)C)n1 (stereo unspecified)	1	-1	-1	14	24	·	1	·	6
CN(C)c1ccc(N=Nc2ccccc2C(=O)OCC(=O)N2CCCCCC2)cc1	38	-17	-6	16	5	-1.6	0	17	16
NC(=O)C1CCN(c2cc(Cl)ccc2[N+](=O)[O-])CC1	-22	0	8	15	0	-4.5	-1	-7	5
COc1cc(NC(=O)c2cccc([N+](=O)[O-])c2)ccc1NC(=O)c1ccco1	9	-1	-1	19	7	-2.6	-1	15	9
COc1ccc(CN(C(=O)c2ccc(CN3CCOCC3)o2)C(C(=O)NCC2CCCO2)c2ccc(F)cc2)cc1 (stereo unspecified)	-6	2	2	1	4	-8.0	1	-2	6
O=S(=O)(c1cnc(Cl)c(Br)c1)N1CCc2ccccc21	8	-18	-15	6	-3	-0.1	-16	22	7
COc1cc(NC(=O)c2ccccc2)ccc1NC(=O)Cc1ccccc1	6	-3	-3	7	0	-0.5	9	2	-9
CCC(C(=O)O)N1C(=O)/C(=C/c2cccn2C)SC1=S (stereo unspecified)	-7	3	8	8	1	2.6	-2	17	1
COc1ccc(-n2nnnc2Sc2ccc(S(=O)(=O)N3CCOCC3)cn2)cc1	-7	-4	3	18	5	0.2	-2	-9	3

Bioassay records (PubChem)
